# mcGAS MS inh – inhibitors of mouse cGAS | Q8C6L5 | recombinant mouse cGAS, cGAMP by RapidFire MS | inhibition, % at 12.5 µM | hit rate 0.18% among 130,000 | AID 1259397;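 active means inhibition of cGAS enzyme activity at or above 60%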;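 further: enzyme stimulated by 45 bp dsDNA with ATP and GTP substrates; cGAMP share of summed cGAMP plus half ATP and half GTP signals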
# Target sequence (Q8C6L5 whole entry, looked up): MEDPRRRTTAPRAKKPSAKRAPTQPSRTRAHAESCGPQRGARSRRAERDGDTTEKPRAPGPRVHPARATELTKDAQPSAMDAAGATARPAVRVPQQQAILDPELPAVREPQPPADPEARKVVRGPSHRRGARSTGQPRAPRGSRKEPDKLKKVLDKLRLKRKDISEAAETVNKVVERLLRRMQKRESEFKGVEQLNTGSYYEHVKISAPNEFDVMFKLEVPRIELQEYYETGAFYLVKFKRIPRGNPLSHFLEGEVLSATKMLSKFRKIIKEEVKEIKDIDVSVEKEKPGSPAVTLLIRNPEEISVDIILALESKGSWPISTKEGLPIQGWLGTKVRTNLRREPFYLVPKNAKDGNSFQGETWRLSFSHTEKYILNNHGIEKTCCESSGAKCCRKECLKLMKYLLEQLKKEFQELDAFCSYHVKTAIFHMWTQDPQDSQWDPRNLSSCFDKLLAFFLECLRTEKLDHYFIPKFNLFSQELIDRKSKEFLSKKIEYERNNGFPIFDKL
# * hit, by the source's call; & = joins results of further samples.
molecule	mcGAS MS inh
CCOc1ccc(-n2c(C)cn3c4c(=O)n(CCCO)c(=O)n(C)c4nc23)cc1	0
COc1ccc(NC(=O)c2sc(=O)n(Cc3cccc(F)c3)c2C)cc1	-5
C=CCN1CC(c2nc3ccccc3n2Cc2ccc(F)cc2)CC1=O (centres undefined)	0
CCc1ccccc1NC(=O)CCNC(=O)c1cc(NC(C)=O)ccc1Cl	5
Cc1nc(Cl)cc(NC2CC(=O)N(C(C)C)C2=O)n1 (centres undefined)	-6
Cc1nn(CCC#N)c(C)c1CCC(=O)N1CCCC1c1ccc(Cl)cc1 (centres undefined)	-3
O=C(NCCc1cccc(F)c1F)N1CCN(c2ccccn2)CC1	-4
O=C(Nc1ccc2c(c1)CCCN2S(=O)(=O)c1cccs1)c1ccccc1C(F)(F)F	-2

# Continued.
molecule	mcGAS MS inh
CC(=O)NC(C)c1nc2ccccc2n1CC(=O)Nc1ccc(Cl)cc1F (centres undefined)	-8
Cc1cn2c3c(=O)n(C)c(=O)n(C)c3nc2n1Cc1ccc(Cl)cc1Cl	-6
CC(=O)Nc1cccc(-c2cnc(NC(C)=O)cn2)c1	1
COc1cccc(C(=O)CSc2nnc(-c3cccnc3)n2Cc2ccco2)c1	-5
O=C(NC1CC1)C1CCN(Cn2ccc(-c3ccc(F)cc3)n2)CC1	1
Cc1nn2c(CN(C(=O)CN3CCOCC3)c3ccccc3)nnc2c2ccccc12	-15
CC1(C(=O)NS(=O)(=O)c2ccc3ccccc3c2)CCN1C(=O)Cc1ccsc1 (centres undefined)	-7
Cc1cc(C(=O)NCC2CC(=O)N(C3CCCC3)C2)n[nH]1 (centres undefined)	-4

# (next part)
molecule	mcGAS MS inh
Cc1cccc(Cl)c1S(=O)(=O)N1CCC(O)(C(=O)O)CC1	1
CC1CCN(CCCNS(=O)(=O)c2cc(F)cc(F)c2)CC1	-4
Cc1nc(Sc2ccc3c(c2)OCCO3)c2c3c(sc2n1)CCCC3	-14&-12
C=CCN(CC1CCCCC1)C(=O)c1csc(S(N)(=O)=O)c1	-3
CC1Cc2nc(SCC(=O)NCc3ccccc3)n(Cc3ccccc3)c(=O)c2S1 (centres undefined)	-5
CC(N(C)C(=O)Nc1cccc(N2CCOC2=O)c1)C1(C)CC1 (centres undefined)	-7
CC(C)C(=O)N[C@H]1C[C@@H](C(=O)NCCCN2CCCC2=O)N(C)C1	-2
Cc1cccn2c(CC(=O)NCc3nncn3C3CCCCC3)cnc12	-21

# (listing goes on)
molecule	mcGAS MS inh
Cc1ccc(Oc2ncccc2CNC(=O)c2c(C)cccc2Cl)cn1	-27
CC1(C(=O)NS(=O)(=O)Cc2ccccc2C(F)(F)F)CCN1C(=O)c1ccccc1 (centres undefined)	-5
Cc1ccc(/C=N\N=C2/NC(=O)C(CC(=O)Nc3ccccc3C(F)(F)F)S2)o1 (centres undefined)	-14
CC(=O)NCC1CCN(Cc2nnc(C)o2)CC1	13
COC(=O)c1cc(-c2cc(OC)ccc2F)c[nH]1	4
CN(Cc1nc2ccccc2n1C)C(=O)c1ccc(-c2ncn[nH]2)cc1	-24
O=C(C1CCN(C2=NS(=O)(=O)c3ccccc32)CC1)N1CCCc2ccccc21	-7
Cc1cc(=O)[nH]c(-n2nc(-c3cccs3)cc2NC(=O)C2CCCCC2)n1	-4

# The results go on:
molecule	mcGAS MS inh
CC(C)c1cnc(CN2CCCN(Cc3ccc(C#N)cc3)CC2)o1	-12
CCOC(=O)c1c(NC(=S)NC2CC3CCC2C3)sc(C)c1C (centres undefined)	0
CC(=O)Oc1ccc2c(=O)c(-c3ccc4c(c3)OCCO4)c(C)oc2c1	14
CN(C)c1ccccc1NC(=O)C1CCN(C(=O)c2cccs2)CC1	-4
Cc1nc(SCCC(=O)Nc2cccc(Cl)c2N(C)C)n[nH]1	5
CNc1nnc(SC(C)c2nc(-c3ccco3)no2)s1 (centres undefined)	-1
CC1=NOC(Cc2ccccc2)C(=O)N1Cc1ccccc1F (centres undefined)	16
Cc1cc(C)n(CC2CN(C3CCOC3=O)CCO2)n1 (centres undefined)	-43

# An excerpt from above in order of their number in mcGAS MS inh, lowest first.
molecule	mcGAS MS inh
CC(C)c1cnc(CN2CCCN(Cc3ccc(C#N)cc3)CC2)o1	-12
CN(C)c1ccccc1NC(=O)C1CCN(C(=O)c2cccs2)CC1	-4
CCOC(=O)c1c(NC(=S)NC2CC3CCC2C3)sc(C)c1C (centres undefined)	0
Cc1nc(SCCC(=O)Nc2cccc(Cl)c2N(C)C)n[nH]1	5

# (list continues)
molecule	mcGAS MS inh
COc1cc(OC)c(OC)cc1CNC(=O)CN(C)Cc1ccsc1	-10
Cc1cc(C)c(C)c(S(=O)(=O)NCCN2CCOCC2)c1C	-7
O=C(Cn1c(CO)cnc1SCC(=O)N1CCc2ccccc21)NC1CC1	0
COc1ccc(C(=O)NC(C)c2cc(F)ccc2N2CCN(C)CC2)cc1Br (centres undefined)	-20
Nc1cc(S(=O)(=O)c2ccc(Br)c(N)c2)ccc1Br	-10
CC(=O)Nc1nc(C(=O)N2CCCC2Cc2ccccc2Cl)cs1 (centres undefined)	-4
CN(C)CCOc1ccc(N(C)C(=O)N(C)Cc2ccon2)cc1	-65
Cc1cccn2c(=O)nc(SCc3c(F)cccc3Cl)nc12	-6

# Next results
molecule	mcGAS MS inh
COc1ccc(-c2ccccc2)cc1CNc1cnn(C(C)C)c1	-4
Clc1ccc(-c2nc(-c3cccnc3)no2)cc1Cl	-10
O=C(Nc1ccc(-c2noc(-c3cccc(Cl)c3)n2)cc1)c1cccc(Cl)c1	-2
CC(=O)c1cc(CN2CCCC(C(=O)Nc3cccc(-n4cccn4)c3)C2)cs1 (centres undefined)	-3&-2
Cc1ccc(CN(C)C(=O)c2cc(C(C)C)[nH]n2)o1	7
CCOC(=O)C1(CCCc2ccccc2)CCCN(C(=O)Cn2cccn2)C1 (centres undefined)	1
Cc1cc(N2CCc3nc[nH]c3C2)nc(-c2ccccc2)n1	-15
O=S(=O)(Nc1cc2c(cc1Br)OCCO2)c1cccc(Br)c1	4

# The listing continues.
molecule	mcGAS MS inh
O=C(Cn1cnc2ccsc2c1=O)Nc1ccccc1Cl	-6
COc1cc(-c2nc(C=Nc3ccc(C)cc3Br)c(O)o2)cc(OC)c1OC	-12
COCCCNS(=O)(=O)c1ccc(S(=O)(=O)N2CCCC2)cc1	-3
CC(=O)NC1=C(N(C)C2CCS(=O)(=O)C2)C(=O)c2ccccc2C1=O (centres undefined)	-1
CCn1cc(CN2CCCC(CNC(=O)c3ccc(-c4ccccc4)cc3)C2)cn1 (centres undefined)	-2
COc1ccc(N2CCN(Cn3nc4c(Cl)cc(Cl)cn4c3=S)CC2)cc1	1
NC(=O)c1c(N)sc2c1CCCC2	-8
CN1CCNC(=O)C12CCN(C(=O)c1ncn[nH]1)CC2	-8

# Going on with the list.
molecule	mcGAS MS inh
CCn1c(SCc2cccc(C#N)c2)nnc1-c1ccc(Cl)cc1	12
CCC(c1ccc(C)cc1)C(C(=O)O)C(=O)O (centres undefined)	-3
N#CCCn1cc(/C=C2\C(=O)Nc3cc(Cl)ccc32)c(-c2ccccc2)n1	-7
O=C(CCN1CCSC1=O)Nc1nc(-c2cccc(F)c2)cs1	-25
Cc1ccc(-c2cc3nn(-c4ccccc4)c(N)c3c(=O)o2)cc1	-7
O=C(Cc1nn2cnc3ccccc3c2nc1=O)c1ccccc1	1
Cc1cccc2[nH]nc(-c3cc(NCCN(C)C)nc4[nH]ccc34)c12	-24
CCOC(C)C(=O)Nc1ccnn1-c1ccccc1C (centres undefined)	-1

# Next section.
molecule	mcGAS MS inh
CC(C)c1cc(C2CCN(C(=O)CCN3C[C@@H]4CC[C@H]3C4)CC2)[nH]n1	-17
COc1ccc2[nH]c(=O)c(CN(C)Cc3nc(C4CC4)no3)cc2c1	-12
CCOc1ccccc1-c1nccn1-c1cccc(N2CCCC2=O)c1	11
O=C1CSc2ccccc2N1	-1
COc1ccc(-n2ccc3c(nnc4c(-c5ccc(F)cc5)c(C)nn43)c2=O)cc1	-2
Cc1cccc2nc(C(=O)N(C)CC(=O)Nc3c(Cl)cccc3Cl)cn12	-10
CCCN(Cc1nc2cc(Cl)ccc2c(=O)[nH]1)C(=O)Cc1csc(-c2ccccc2)n1	1
COC(=O)c1cc2c(s1)CN(C1CCCC1)C2	-2

# (more compounds)
Compound	mcGAS MS inh
Cc1cc(C(F)F)n2nc(C(=O)Nc3cnn(Cc4ccc(Cl)cc4Cl)c3)nc2n1	-10
O=C(NCCCl)Nc1cc(-c2ccccc2)nc2ccccc12	-12
NC(=O)C1CN(c2nc(-c3cc(Cl)cc(Cl)c3)no2)CCO1 (centres undefined)	-9
Cc1c(NC(=O)c2cccc(C3(C)NC(=O)NC3=O)c2)sc2c1CCCC2 (centres undefined)	4
O=C(Cn1ccc(-c2ccccc2F)n1)Nc1ccn(Cc2ccccc2)n1	-21
CC(C)c1ccc(CN2CCC2(C)C(=O)NCCc2ccccn2)cc1 (centres undefined)	-4
CC(C)=CC(=O)N1CCC(c2cc(C(C)C)n[nH]2)CC1	-11
CCC(=O)NNC(=O)c1cc(C)[nH]n1	-14
COc1ccc(C2Nc3ccccc3C(=O)N2c2ccccc2)cc1COc1ccc(F)cc1 (centres undefined)	-9
COc1ccccc1-c1nnc(SCc2ccc(Cl)cc2)n1C	-8
CCN(c1ccccc1)S(=O)(=O)c1cc(C(=O)OCC#N)ccc1C	-1
C(=Cc1ccccc1)C=NNc1nn[nH]n1	1

# New compounds follow.
Compound	mcGAS MS inh
COc1ccc2cc([C@@H]3C[C@H](NC(C)=O)C[C@H](C(C)(C)C)O3)c(=O)[nH]c2c1	7
Cc1ccc(Cn2c(C3CC(=O)Nc4[nH]ncc43)nc3ccccc32)cc1 (centres undefined)	-13
CC(C)Oc1cccc(NC(=O)C2(C)CCCN(C)C2)c1 (centres undefined)	-4
Cc1ccccc1CN1CCN(c2nc3c(c(=O)[nH]c(=O)n3C)n2Cc2ccccc2C)CC1	-3
Cc1nccn1CC1CCCN(Cc2ccco2)C1 (centres undefined)	-28
CN(C(=O)c1cccs1)C1CCS(=O)(=O)C1 (centres undefined)	-3
CCCCn1c2ccccc2c2nc3cc(OC(C)C)c(OC(C)C)cc3nc21	-3
COCCN(Cc1ccccc1)C(=O)Cn1nnn(-c2ccccc2)c1=O	-11
CC(=O)N=c1c(Nc2ccc(Cl)cc2)nc(=O)[nH]n1C	-8
COc1ccc(CC(=O)NCC2CCCN(C(=O)CN3CCCCC3=O)C2)cc1 (centres undefined)	-3
CCc1sc(C(=O)NCc2cc(C)n(C)n2)cc1Br	-9
O=C(O)c1cccnc1	-4&-1

# Continuation:
Compound	mcGAS MS inh
COc1cccc(-c2nc(C=Nc3ccc(C)cc3Br)c(O)o2)c1	-5
CCOC(=O)c1c(C2CC2)csc1NC(=O)COC(=O)C12CC3CC(CC(O)(C3)C1)C2	-3
CC=CCn1c(=O)c2c(nc3n(C4CCCC4)c(C)cn23)n(C)c1=O	-6
COC(=O)C1=NN(C(=O)c2ccc(C)cc2)C(O)(c2ccc(Cl)cc2)C1 (centres undefined)	-7
C=CCNC(=S)NN=Cc1ccsc1	-9
CCC(=O)c1csc2ccc(Br)cc12	-6
CN1C(=O)COCc2cc(-c3ccc4ccccc4c3)ccc21	-9
CNC(=S)N=Nc1c(O)[nH]c2ccc([N+](=O)[O-])cc12	22
Cc1ccc(CN(Cc2ccc(F)cc2)C(=O)CNCCN2CCOCC2)o1	-4
C/C(=C/C(=O)NCCS(=O)(=O)NCc1ccc(F)cc1)C1CC1	-51
CCNC(=O)NCCC1CN(C2Cc3ccccc3C2)CCO1 (centres undefined)	-19
Cc1cc(Cl)c2oc(C(=O)NCC(C)(C)N3CCOCC3)c(C)c2c1	-6

# Carrying on.
Compound	mcGAS MS inh
CN(C)S(=O)(=O)c1ccc(COc2cccc(Cl)c2)o1	-6
CC(=O)Cn1c(=O)c2c(nc3n2CCCN3c2ccc(C)cc2)n(C)c1=O	-7
CC(C)(C)c1noc(CSc2n[nH]c(=O)n2CCc2ccccc2)n1	-5
Cc1nc2c(C)cccn2c(=O)c1NC(=O)c1cccc(Cl)c1	-12
CN1CCN(NC(=O)CN2CCN(c3cccc(Cl)c3)C2=O)CC1	-9
Cc1ccc(C)c(S(=O)(=O)C2(C(=O)N3CCN(c4nccs4)CC3)CCCC2)c1	-8
COc1ccc(-c2csc(NC(=O)c3ccccn3)n2)cc1CC#N	-26
Cc1nn(C)c(C)c1CC(C)NC(=O)NCC1CN(C)CCN1C (centres undefined)	-6
CN1CCC(N(C)C(=S)Nc2ccc(F)cc2)CC1	-14&-13
COc1ccccc1/C=C/C(=O)Nc1nc2ccc(C)cc2s1	-9
CN(C)Cc1ccc(C2CCCN2C(=O)COc2cccnc2)cc1 (centres undefined)	-7
CCOC(=O)CSc1nc(-c2ccc(S(C)(=O)=O)cc2)[nH]c1-c1ccccc1	-11

# Part of the list above, field by field:
SMILES: Cc1ccc(C)c(S(=O)(=O)C2(C(=O)N3CCN(c4nccs4)CC3)CCCC2)c1
  mcGAS MS inh: -8

SMILES: CN(C)Cc1ccc(C2CCCN2C(=O)COc2cccnc2)cc1 (centres undefined)
  mcGAS MS inh: -7

# Next compounds.
Compound	mcGAS MS inh
COc1ccc(CCCNC(=O)c2ccc(-c3cccc4cccnc34)nc2)cc1	-15
O=C(NCc1ccc(C(F)(F)F)cc1)c1cnc2c(cnn2C2CCCC2)c1	-2
Cc1ccc(S(=O)(=O)N2CCN(S(=O)(=O)c3ccc(F)cc3)CC2)cc1	-9
Cc1nc2ccc(S(=O)(=O)NCCCn3nc(-c4ccccc4)ccc3=O)cc2s1	11
CCn1nnc2c(N3CC(C)OC(C)C3)ncnc21 (centres undefined)	-9
Clc1ccc(CON=C(Cn2ccnc2)c2ccc(Cl)cc2Cl)c(Cl)c1	-20
CC(C)C(=O)NCCCn1nc(-c2cccs2)ccc1=O	9
O=[N+]([O-])c1ccccc1S(=O)(=O)N1CCN(c2nnnn2-c2ccccc2)CC1	22

# Of the compounds above, these have a cyano group.
Compound	mcGAS MS inh
Cc1nn(CCC#N)c(C)c1CCC(=O)N1CCCC1c1ccc(Cl)cc1 (centres undefined)	-3
CC(C)c1cnc(CN2CCCN(Cc3ccc(C#N)cc3)CC2)o1	-12
CCn1c(SCc2cccc(C#N)c2)nnc1-c1ccc(Cl)cc1	12
N#CCCn1cc(/C=C2\C(=O)Nc3cc(Cl)ccc32)c(-c2ccccc2)n1	-7
CCN(c1ccccc1)S(=O)(=O)c1cc(C(=O)OCC#N)ccc1C	-1
COc1ccc(-c2csc(NC(=O)c3ccccn3)n2)cc1CC#N	-26

# These rows are one share of the data; the hit share may differ from the screen's.
